human PMI inhibitors: MPI inhibition at elevated mannose 6-phosphate – biochemical, fluorescence intensity, high mannose 6-phosphate, primary screen (AID 1220) | one-dose inhibition, % at 20 µM; IC50 in µM for titrated hits | recombinant PMI enzyme, coupled fluorescence intensity; higher % means a stronger effect | 190,000 tested, 0.66% active; in the data active = inhibition above about 50%
Yfh1-depleted yeast: mitochondrial function rescue without frataxin homolog – Friedreich's ataxia, plus single-dose screen, dose response (AID 1465); S. cerevisiae Yfh1-off respiration, WST-1 reduction, 72 h; higher fold induction means a stronger effect; fold induction at 50 µM; hits with a dose series show EC50 in µM; 220,000 tested, 0.074% active;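 active = fold induction of absorbance versus untreated yeast above a set limit, then at least 30% activation at any dose in follow-up; inconclusive = repeats straddling the limit, or above it without dose testing; inactive = fold induction below the set limit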;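 note: activators that raise dye reduction in frataxin-depleted yeast; strong numbers were not always called active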
West Nile virus CPE: inhibition of WNV-induced cytopathic effect – cell-based, CPE readout (AID 1621); West Nile virus-infected cells, CPE inhibition; higher % means a stronger effect; one-dose CPE inhibition, % at 10 µM; IC50 in µM for titrated hits; 290,000 tested, 0.02% active; in the data active = a potency from the dose series; inconclusive = CPE inhibition mostly from about 3.7% at the one dose, without a potency; inactive = the rest, 99 in 100 with CPE inhibition below about 2.2%; note: strong numbers were not always called active
Salmonella PhoP GFP: inhibitors of PhoP regulon expression, primary screen, Salmonella Typhimurium, GFP reporter (AID 1863) | inhibition, % at 50 µM, or IC50 in µM where a hit was titrated | S. Typhimurium PhoP-regulated promoter GFP reporter, 4 h; higher % means a stronger effect | 300,000 tested, 0.16% active;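 active = inhibition over 29.93%, a cutoff 3 SD above the screen mean, later confirmed by dose response; inconclusive = inhibition over 29.93% but no dose response follow-up; inactive = inhibition at most 29.93% or unconfirmed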;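 note: 0% = low Mg2+ inducing control and 100% = high Mg2+ repressing control; strong numbers were not always called active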
SIAH1 antagonists: Siah-1 peptide-binding antagonists, primary screen, biochemical, fluorescence polarization, rhodamine-plectin, uHTS (AID 1817); Siah-1 / rhodamine-plectin peptide fluorescence polarization; higher % means a stronger effect; displacement, % at 20 µM, or IC50 in µM where a hit was titrated; 290,000 tested, 0.02% active;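 active = displacement of at least 50% at 20 µM, with a fluorescence ratio check between 0.3 and a set limit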;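 note: plate controls were Siah plus tracer with DMSO for no effect and tracer alone without Siah for full effect; strong numbers were not always called active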
XIAP displacement: small molecules displacing peptide from XIAP – biochemical, IAP family, fluorescence polarization (AID 1018); XIAP BIR domain, fluorescence polarization peptide displacement; higher % means a stronger effect; displacement, % at 20 µM, or IC50 in µM where a hit was titrated; 200,000 tested, 0.007% active; in the data active = displacement above about 50%; note: a part of the inactive calls stands beside numbers as strong as those of hits
Starred values were filed as active, the others as inactive; i = inactive; ? = inconclusive; / = no result given. This is a subset; the hit share may differ from the screen's.

Order of results: human PMI inhibitors | Yfh1-depleted yeast | West Nile virus CPE | Salmonella PhoP GFP | SIAH1 antagonists | XIAP displacement
> Cc1cccc(C(=O)Nc2nnc(S(=O)(=O)N3CCCCCC3)s2)c1
  / | / | 0.1% | / | 6% | /
> CCc1ccccc1NS(=O)(=O)c1cc2c(cc1C)n(C)c(=O)c(=O)n2C
  / | / | 0.2% | / | 4% | /
> O=S1(=O)CCOC[C@H](CC2CCCCC2)N1Cc1cccc(F)c1
  / | / | -1.0% | / | -1% | /
> COCCNC(=O)Cn1nc(-c2ccccc2F)ccc1=O
  / | / | -0.2% | / | 0% | /
> O=C(Cn1cc[n+](CC(=O)c2ccc(Cl)cc2Cl)c1)c1ccc(Cl)cc1Cl
  / | / | 0.3% | / | 1% | /
> Cc1cc(C(=O)Nc2nc3ccc(Cl)cc3s2)nn1C
  / | / | 0.3% | / | 8% | /
> O=C(/C=C/c1ccccc1)NC(=S)NNC(=O)c1cnccn1
  / | / | ? | / | -8% | /
> COc1ccccc1CNc1ncc(-c2ccccc2)n1C
  / | / | -0.9% | / | 2% | /
> CCN(CC)S(=O)(=O)c1ccc(NC(=S)NC(=O)C2CCC2)cc1
  / | / | -1.4% | / | -4% | /
> CN(C)CCNC(=O)C(=O)NCC1OCCN1S(=O)(=O)c1ccc2c(c1)OCCO2 (stereo not given)
  / | / | -0.2% | / | -4% | /
> COc1cc(C(=O)Nc2scc(-c3ccc(Br)cc3)c2C(=O)O)cc(OC)c1OC
  / | / | -0.2% | / | -3% | /
> O=C(O)Cn1nnc(-c2ccc(OCc3ccccc3)cc2)n1
  / | / | -0.2% | 4% | / | /
> COC(=O)CCCC(=O)N(C)CC1CCCN(CCc2ccccc2C)C1 (stereo not given)
  / | / | -0.3% | 9% | / | /
> CCOC(=O)CNC(=O)N1CCCC(Cc2ccccc2)(C(=O)OCC)C1 (stereo not given)
  / | / | -0.4% | 7% | / | /
> COc1ccc(C(=O)NCCNc2nc3c(C)cccc3cc2C#N)cc1
  / | / | -0.6% | 9% | / | /
> CN(C)S(=O)(=O)NCC1CCCN(Cc2cc3ccccc3s2)C1 (stereo not given)
  / | / | -0.8% | 1% | / | /
> O=C(NCCSc1ccccc1)c1ccccc1F
  / | / | -0.2% | -6% | / | /
> O=c1ccc(-c2ccccc2)nn1Cc1ccccc1
  / | / | -1.1% | -3% | / | /
> CCOC(=O)CCNC(=O)N1CCC(CCOc2ccccc2)(C(=O)OCC)CC1
  / | / | 0.4% | -1% | / | /
> O=[N+]([O-])c1cccc(OCCCN2CCC(Cc3ccccc3)CC2)c1
  / | / | -0.7% | -1% | / | /
> CCc1cccc(CC)c1NC(=O)c1cccc(S(=O)(=O)N2CCN(C)CC2)c1
  / | / | / | -5% | -4% | /
> COCC(C)NC(=O)c1ccc2nc(-c3ccccc3)c(-c3ccccc3)nc2c1 (stereo not given)
  / | / | / | -4% | -2% | /
> Cc1ccc(N2CCN(c3cc(C)nc4c5c(C)cc(C)nc5nn34)CC2)cc1
  -6% | / | / | / | -3% | -3.2%
> COc1ccccc1-[n+]1c(C)cc(/C=C2\Sc3ccccc3N2C)cc1C
  / | i | -0.4% | / | -5% | /
> Cc1cccc(OCC(=O)Nc2ncn[nH]2)c1C
  / | i | 0.1% | / | -4% | /
> CC(CN1CCN(Cc2ccccc2)CC1)OC(=O)c1ccco1 (stereo not given)
  / | i | -0.1% | / | 2% | /
> NC(=O)c1nsc(C(=O)N(CC(=O)NC2CCCC2)c2cnc3ccccc3c2)c1N
  / | i | -0.3% | / | 3% | /
> O=C(c1cc(C(=O)N2CCOCC2)c2nc3ccccc3n2c1)c1cc(Cl)cc(Cl)c1O
  / | i | -0.2% | / | -5% | /
> Cc1cccc(OCc2nnc(SCC(=O)N3c4ccccc4CCc4ccccc43)o2)c1
  / | i | -0.3% | / | -3% | /
> Cc1ccc(S(=O)(=O)N2CCOCC2)cc1C(=O)N1CCN(S(=O)(=O)c2cccs2)CC1
  / | i | -0.3% | / | -3% | /

Ordered by molecular weight (falling): 14 of the compounds above.
Order of results: human PMI inhibitors | Yfh1-depleted yeast | West Nile virus CPE | Salmonella PhoP GFP | SIAH1 antagonists | XIAP displacement
> O=C(c1cc(C(=O)N2CCOCC2)c2nc3ccccc3n2c1)c1cc(Cl)cc(Cl)c1O
  / | i | -0.2% | / | -5% | /
> Cc1cccc(OCc2nnc(SCC(=O)N3c4ccccc4CCc4ccccc43)o2)c1
  / | i | -0.3% | / | -3% | /
> CCOC(=O)CCNC(=O)N1CCC(CCOc2ccccc2)(C(=O)OCC)CC1
  / | / | 0.4% | -1% | / | /
> Cc1ccc(N2CCN(c3cc(C)nc4c5c(C)cc(C)nc5nn34)CC2)cc1
  -6% | / | / | / | -3% | -3.2%
> COc1ccccc1-[n+]1c(C)cc(/C=C2\Sc3ccccc3N2C)cc1C
  / | i | -0.4% | / | -5% | /
> COC(=O)CCCC(=O)N(C)CC1CCCN(CCc2ccccc2C)C1 (stereo not given)
  / | / | -0.3% | 9% | / | /
> CCN(CC)S(=O)(=O)c1ccc(NC(=S)NC(=O)C2CCC2)cc1
  / | / | -1.4% | / | -4% | /
> O=S1(=O)CCOC[C@H](CC2CCCCC2)N1Cc1cccc(F)c1
  / | / | -1.0% | / | -1% | /
> O=[N+]([O-])c1cccc(OCCCN2CCC(Cc3ccccc3)CC2)c1
  / | / | -0.7% | -1% | / | /
> CC(CN1CCN(Cc2ccccc2)CC1)OC(=O)c1ccco1 (stereo not given)
  / | i | -0.1% | / | 2% | /
> O=C(O)Cn1nnc(-c2ccc(OCc3ccccc3)cc2)n1
  / | / | -0.2% | 4% | / | /
> COc1ccccc1CNc1ncc(-c2ccccc2)n1C
  / | / | -0.9% | / | 2% | /
> O=c1ccc(-c2ccccc2)nn1Cc1ccccc1
  / | / | -1.1% | -3% | / | /
> Cc1cccc(OCC(=O)Nc2ncn[nH]2)c1C
  / | i | 0.1% | / | -4% | /

New compounds follow:
Order of results: human PMI inhibitors | Yfh1-depleted yeast | West Nile virus CPE | Salmonella PhoP GFP | SIAH1 antagonists | XIAP displacement
> O=C(/C=C/c1ccccc1)NC1CC2CCCC(C1)N2Cc1ccccc1 (stereo not given)
  / | i | -0.7% | / | 3% | /
> COc1cc(/C=C/C(=O)O)cc(S(=O)(=O)Nc2ccccc2Oc2ccccc2)c1OC
  / | i | -0.1% | / | 1% | /
> CCCn1c(SCC(=O)NNC(=O)c2ccccc2)nnc1-c1cccnc1
  / | i | 0.6% | / | 0% | /
> COc1ccccc1NS(=O)(=O)c1cc(NC(=O)c2sccc2C)ccc1N1CCOCC1
  / | i | -0.1% | / | 3% | /
> Cc1cc(C)nc(-n2nc(C)c3c(C(=O)O)cc(-c4cccc(Br)c4)nc32)n1
  / | i | -0.2% | / | -4% | /
> Cn1c(=O)c(=O)n(C)c2cc(S(=O)(=O)N3CCCC3C(=O)NCc3ccco3)ccc21 (stereo not given)
  / | i | 0.0% | / | -4% | /
> O=c1oc2c(CN3CCN(CCO)CC3)c(O)ccc2cc1-c1ccccn1
  / | i | 0.3% | / | 1% | /
> CCCOc1ccc(-c2nnn(CC(=O)N3CCCCC3)n2)cc1
  / | i | -0.7% | / | 3% | /
> Cc1cccc(C(=O)N[C@H](C(=O)Nc2cccc(S(=O)(=O)N3CCCC3)c2)C(C)C)c1
  / | i | -0.1% | / | 11% | /
> O=C(O)CCNS(=O)(=O)c1cccc(Br)c1
  / | i | 1.1% | / | -8% | /
> Cc1ccc(S(=O)(=O)N2CCOCC2)cc1NC(=O)CN(C)C1CCS(=O)(=O)C1 (stereo not given)
  / | i | 0.3% | / | -10% | /
> CC(C)n1nc(C(=O)Nc2cccc(S(=O)(=O)NCc3ccco3)c2)c2ccccc2c1=O
  / | i | 13% | / | 0% | /
> CN1CCN(C(=O)/C(C#N)=C/c2ccc(OC(F)F)cc2)CC1
  / | i | 0.3% | / | 12% | /
> CCn1nc(C(=O)OCc2cccc(S(=O)(=O)N(C)C)c2)c2ccccc2c1=O
  / | i | 0.0% | / | 2% | /
> CCN(CC)S(=O)(=O)c1ccc(N2CCOCC2)c(NC(=O)C(C)(C)C)c1
  / | i | ? | / | 0% | /
> CCn1c(Cc2ccccc2)n[nH]c1=S
  / | i | -0.1% | / | -3% | /
> CCOc1ccc(N2CC(C(=O)Nc3cccc(S(=O)(=O)NC4=NCCC4)c3)CC2=O)cc1 (stereo not given)
  / | i | 0.2% | / | -1% | /
> CCOC(=O)/C(=N\Nc1cc(Cl)ccc1Cl)N1CC(C)OC(C)C1 (stereo not given)
  / | i | -0.5% | / | 12% | /
> CCCCc1nc(Cl)c(CO)n1Cc1ccc(-c2ccccc2-c2nnn[nH]2)cc1
  / | i | -0.4% | 4% | / | /
> COC(=O)C1N2C(=O)[C@@H](NC(=O)COc3ccccc3)[C@H]2SC1(C)C (stereo not given in full)
  / | i | -0.1% | -5% | / | /
> CCOC(=O)CN1C(=O)N[C@@H](CCc2ccccc2)C(C(C)=O)=C1C
  / | i | 0.2% | 5% | / | /
> CCCCNc1c(C(=O)OCC)c(C)nc2c1cnn2CC
  / | i | 2.3% | -5% | / | /
> COc1c(C)c2c(c(O)c1C/C=C(\C)CCC(=O)O)C(=O)OC2
  / | i | 12% | 6% | / | /
> O=c1c(Oc2ccccc2)coc2cc(O)cc(O)c12
  / | i | -0.4% | 3% | / | /
> c1ccc(-c2cnc(-c3ccccc3)nn2)cc1
  / | i | 0.4% | -2% | / | /
> COC(=O)C1=C(C)N(Cc2ccccc2)C(=O)N[C@H]1c1cccc(F)c1
  / | i | -0.4% | -7% | / | /
> COc1c2c(cc3oc(=O)c4c5ccc(O)cc5oc4c13)OC(C)(C)CC2
  / | i | 0.0% | 5% | / | /
> CCCCOC(=O)c1ccc(NC(=O)c2ccc(F)cc2F)cc1
  / | i | 1.6% | -9% | / | /
> C#CCNC(=O)C1=C[C@H](c2ccc(C#C)cc2)C[C@H](OCc2ccc(CO)cc2)O1
  / | i | -0.2% | -6% | / | /
> COc1cccc(C2=CC(=O)CC(c3ccco3)C2)c1 (stereo not given)
  / | i | -0.1% | -8% | / | /
> CCOC(=O)[C@@H]1[C@H]2COc3cc(OC)ccc3[C@@H]2N2C(=O)N(c3ccc(Br)cc3)C(=O)[C@]12C
  / | i | -0.8% | 5% | / | /
> CCOC(=O)CN1C(=O)N[C@@H](CCc2ccccc2)[C@H](C(=O)OC)[C@H]1C
  / | i | 0.1% | 10% | / | /
> CCOC(=O)CN1C(=O)N[C@@H](c2cccs2)C(C(=O)OC)=C1C
  / | i | 0.6% | 14% | / | /
> CC1(OC(=O)c2ccco2)C(=O)C=C2C=C(c3ccc(C#N)cc3)OC=C2C1=O (stereo not given)
  / | i | 0.3% | 16% | / | /
> COc1ccc2c(c1)CCNC2Cc1ccc(OC)c(O)c1 (stereo not given)
  / | i | -0.1% | -12% | / | /
> C[C@@H]1CCC[C@]2(O[C@@H](CCO)C[C@H](O)[C@H]2O)O1
  / | i | 0.6% | 2% | / | /
> CC(C)(O)CCc1c(-c2ccc(O)cc2O)oc2c3c(cc(O)c2c1=O)OC(C)(C)C=C3
  / | i | 1.1% | 5% | / | /
> CCOC(=O)CN1C(=O)N[C@@H](c2cccc(C(F)(F)F)c2)[C@H](C(C)=O)[C@H]1C
  / | i | -0.4% | 6% | / | /
> O=c1[nH]c2ccccc2cc1-c1nnn(-c2ccc(Cl)c(Cl)c2)n1
  / | i | 0.4% | 8% | / | /
> CCN(CC)c1nc(N)c2c(N)nc(OC)cc2c1C#N
  / | i | 0.1% | 1% | / | /
> O=C1c2ccccc2S(=O)(=O)c2cc(C(=O)N3CCC(O)CC3)ccc21
  / | i | 0.0% | -4% | / | /
> COc1cccc(SCc2noc(C(=O)NCCC(C)C)c2C(=O)NCCC(C)C)c1
  / | i | 0.2% | 1% | / | /

Two entries picked at random from those above:
Order of results: human PMI inhibitors | Yfh1-depleted yeast | West Nile virus CPE | Salmonella PhoP GFP | SIAH1 antagonists | XIAP displacement
> O=c1[nH]c2ccccc2cc1-c1nnn(-c2ccc(Cl)c(Cl)c2)n1
  / | i | 0.4% | 8% | / | /
> O=C1c2ccccc2S(=O)(=O)c2cc(C(=O)N3CCC(O)CC3)ccc21
  / | i | 0.0% | -4% | / | /
